# Screens as filed in PubChem BioAssay.
# MEX-5 binding: C. elegans MEX-5 TCR-2 RNA binding activity; 300,000 compounds, 0.38% hits; MEX-5/FITC-TCR2 RNA binding, fluorescence polarization; active compounds read low; activity score (negative = inhibition of binding), % at 10 µM; AID 1832; Q9XUB2;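 active means inhibition past about -25% in most replicates, and total fluorescence under double the plate's negative control median, limit read from the data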;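 further: 0% = DMSO and -100% = 5 µM competing unlabeled TCR2 RNA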
# Target sequence (Q9XUB2 whole entry, looked up): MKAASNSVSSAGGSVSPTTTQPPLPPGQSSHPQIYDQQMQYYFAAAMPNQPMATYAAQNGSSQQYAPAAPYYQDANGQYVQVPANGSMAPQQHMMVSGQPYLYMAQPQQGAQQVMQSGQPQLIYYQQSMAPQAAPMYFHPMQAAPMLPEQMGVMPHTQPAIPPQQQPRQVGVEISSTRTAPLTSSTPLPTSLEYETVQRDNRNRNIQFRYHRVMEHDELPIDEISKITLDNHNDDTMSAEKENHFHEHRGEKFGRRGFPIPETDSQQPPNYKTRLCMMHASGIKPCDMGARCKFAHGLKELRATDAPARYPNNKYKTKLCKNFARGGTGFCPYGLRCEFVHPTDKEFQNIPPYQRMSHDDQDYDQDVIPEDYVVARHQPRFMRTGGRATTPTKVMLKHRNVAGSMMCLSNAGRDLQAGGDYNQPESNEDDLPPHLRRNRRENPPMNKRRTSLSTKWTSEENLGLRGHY
# Bcl-xL primary: Bcl-xL (human) inhibition; GST-Bcl-xL / FITC-Bim BH3 peptide fluorescence polarization; inhibition, % at 10.9 µM; 320,000 compounds, 0.7% hits;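 active means inhibition above the mean of all tested compounds plus 3 SD, cutoff set per campaign, cut at about 30% in these data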;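 further: 0% = DMSO wells and 100% = unlabeled Bim-BH3 peptide competitor; inhibitors lower millipolarization by displacing the labeled peptide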
# Fam108B inh: blocks mouse Fam108B hydrolase in RBBP9 counter-screen. recombinant Fam108B, FP-Rh probe fluorescence polarization. inhibition, % at 9.51 µM. 300,000 compounds, 0.33% hits;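 active means inhibition above the screen mean inhibition plus 3 SD, computed separately per campaign, cut at about 18% in these data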;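 further: inhibitors lower polarization as less probe binds the enzyme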
# CIT2 TOR yeast: alters CIT2-GFP fluorescence in TOR pathway yeast screen. S. cerevisiae CIT2-GFP strain, flow cytometry, 3 h; 100 means same as DMSO wells. 320,000 compounds, 0.065% hits. GFP response vs DMSO, % at 10 µM;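 active means GFP response relative to DMSO above a set limit, near the screen mean plus 3 SD, cut at about 150% in these data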;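 further: ratio of well median GFP fluorescence to mean of DMSO wells on the plate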
# AGP1 TOR yeast: yeast TOR pathway AGP1-GFP modulation. S. cerevisiae AGP1-GFP multiplex flow cytometry, 3 h; GFP as percent of DMSO wells. GFP response vs DMSO, % at 10 µM. 320,000 compounds, 0.02% hits. AID 2066;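 active means GFP response relative to DMSO above a set limit, near screen average plus 3 SD, cut at about 150% in these data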;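 further: median GFP channel fluorescence of the gated AGP1 strain per well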
# MCL1-BIM inh: MCL1-BIM-BH3 interaction inhibition (human); GST-MCL1 / FITC-Bim-BH3 fluorescence polarization; inhibition, % at 10.9 µM; 320,000 compounds, 0.68% hits;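 active means inhibition above the mean inhibition of all tested compounds plus 3 SD, set per campaign, cut at about 40% in these data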;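 further: 0% = DMSO wells and 100% = unlabeled Bim-BH3 peptide control; higher means more loss of mP so more displacement of Bim peptide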
# Target sequence (Q07820 whole entry, looked up): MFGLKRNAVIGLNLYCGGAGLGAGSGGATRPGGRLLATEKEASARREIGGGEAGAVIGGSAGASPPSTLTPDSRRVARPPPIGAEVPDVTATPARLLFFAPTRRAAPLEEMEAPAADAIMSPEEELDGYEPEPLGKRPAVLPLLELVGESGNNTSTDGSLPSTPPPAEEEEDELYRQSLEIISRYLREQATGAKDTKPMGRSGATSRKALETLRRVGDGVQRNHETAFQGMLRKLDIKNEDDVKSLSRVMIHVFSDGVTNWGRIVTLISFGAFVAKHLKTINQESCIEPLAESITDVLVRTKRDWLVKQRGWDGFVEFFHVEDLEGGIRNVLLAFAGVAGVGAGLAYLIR
# VLA-4 inh: inhibition in a human VLA-4 binding assay | P13612 | VLA-4 expressing cells, ligand binding flow cytometry | inhibition, % (about 7 µM as worked out from the volumes in the protocol) | 330,000 compounds, 0.2% hits | AID 2557; in the data active means inhibition above about 50%
# GLD-1 TGE inh: GLD-1-TGE RNA interaction inhibition (C. elegans); Q17339; purified GLD-1 + fluorescein TGE RNA, fluorescence polarization; inhibition, % at 5.96 µM; 320,000 compounds, 0.44% hits; AID 2280;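 active means percent inhibition above a per-plate cutoff, the plate mean of test compounds plus 3 SD, cut at about 30% in these data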;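 further: 0% = DMSO wells with GLD-1 and probe and 100% = wells lacking GLD-1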
# GRK2 inh: blocks RNA aptamer binding to human GRK2 | P25098 | bead flow cytometry, FAM-aptamer displacement from GRK2 | inhibition of aptamer binding, % at 10 µM | 330,000 compounds, 0.59% hits | AID 488847;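 active means inhibition of aptamer binding above 40%, roughly 3 SD of noise, on plates passing a quality check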;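 further: median bead fluorescence of bound FAM aptamer so fluorescent compounds give negative values; no value below 0 was filed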
# * = called active by the depositor; / = not tested or not shown. Random draw from the library (roughly 2.2% active in at least one column).
canonical_smiles,CIT2 TOR yeast,MEX-5 binding,Bcl-xL primary,GLD-1 TGE inh,GRK2 inh,AGP1 TOR yeast,Fam108B inh,MCL1-BIM inh,VLA-4 inh
O=C(Nc1ccc(C(=O)N2CCCCC2)cc1)C1CCCCC1,108,1.2,5,-2,0,100,-1,1,1
OCC1CCCCN1CC(O)COC(c1ccc(F)cc1)c1ccc(F)cc1 (stereo unspecified),97,0.2,5,-1,0,96,0,3,-2
COc1ccc(OCC(=O)Nc2c(C(=O)N(CCN(C)C)Cc3ccco3)oc3ccccc23)cc1,103,1.4,-9,-5,4,102,-1,-8,1
Cc1cc(OCC(=O)NNC(=O)c2ccncc2)cc(C)c1Cl,99,/,/,/,2,96,/,/,-94
O=C(/C=N/O)NCCCN1CCOCC1,103,-2.6,2,4,2,107,0,-4,31
CCN1CCN(C(=O)COCc2cc(-c3ccc4c(c3)OCO4)on2)CC1,89,-0.9,-1,-6,0,88,-1,-3,11
CCOCCCNC(=O)C(NC(=O)c1ccc(NC(C)=O)cc1)c1ccc(Cl)cc1 (stereo unspecified),89,0.4,6,2,1,87,5,-1,2
COCc1cc(C)n(CC(=O)OC)c(=O)c1C#N,101,-0.4,7,5,0,97,-3,3,12
Cc1noc(C)c1S(=O)(=O)Nc1ccc2c(c1)C(=O)N([C@H](C)CO)C[C@@H](C)[C@@H](CN(C)Cc1ccc3c(c1)OCO3)O2,87,/,/,1,3,96,/,/,-13
COc1cc(/C=C/C(=O)NC(=O)c2ccccc2O)ccc1O,109,-1.5,5,-4,8,109,4,2,13
COc1ccc(C2=NOC(C)(c3nnc(-c4ccc(Cl)cc4)o3)C2)cc1 (stereo unspecified),106,5.3,1,1,0,88,-1,3,-8
O=C(OCc1nnc(-c2ccc(Cl)cc2)o1)c1ccncc1,99,0.0,4,2,0,100,3,6,-3
Cc1ccc(S(=O)(=O)NCC(=O)NCC(=O)NCCc2ccccc2F)cc1C,94,/,4,-4,3,104,/,5,6
Cc1cccc(OCCCCn2c(CO)nc3ccccc32)c1,103,1.6,8,5,11,105,2,14,6
Cc1c(C=O)c2ccccc2n1CCOc1ccccc1F,114,-1.9,5,-1,1,109,-2,-6,15
Cc1cc(C)nc(NS(=O)(=O)c2ccc(NC(=O)C(C)C)cc2)n1,102,1.4,0,7,2,98,3,-1,-3
CC(=O)N1CCC(C(=O)NCCOc2cccc(C)c2)CC1,89,-1.0,-1,1,65*,93,-2,1,-1
Cc1ccccc1-c1ccc(Nc2ccc(N3CCOCC3)cc2)nn1,87,-2.1,0,1,16,103,0,5,-81
CCOC(=O)c1cc2sccc2n1CC(=O)N1c2ccccc2CC1C (stereo unspecified),104,2.3,5,-3,0,106,-1,4,-7
O=C(O)c1cc(S(=O)(=O)O)ccc1O,100,-1.5,8,1,1,96,5,1,15
O=C(CN1C(=O)CNC1=O)Nc1ccc(Cl)cc1,95,0.2,4,-1,0,100,0,5,6
COc1ccc(S(=O)(=O)N2CCCC2C(=O)NCc2ccccc2Cl)cc1 (stereo unspecified),109,1.3,5,-1,2,99,5,-1,0
COC(=O)C(CCCN1C(=O)c2ccccc2C1=O)(NC(C)=O)c1nn[nH]n1 (stereo unspecified),79,1.5,3,-6,0,96,-2,2,8
Cc1ccc(NC(=O)CCn2nc([N+](=O)[O-])cc2C)nc1,96,0.4,1,-8,1,102,4,-4,18
Nc1cc(F)ccc1N1CCCCCC1,99,-3.4,10,1,0,106,1,9,-3
O=C(CNc1cccc(S(=O)(=O)N2CCOCC2)c1)Nc1cccc(Br)c1,100,0.9,-4,-2,2,113,-2,-8,19
O=S(=O)(NCc1cccs1)c1ccc(Cl)s1,101,-1.4,1,-3,4,94,1,2,6
CC(=O)c1ccc(OC(C)C)c(CSc2nc(O)cc(=O)[nH]2)c1,99,0.5,8,7,0,104,9,1,-16
Cc1ccc(C(C)c2c(C)c([N+](=O)[O-])cc(C)c2[N+](=O)[O-])cn1 (stereo unspecified),98,-1.7,3,5,2,97,2,2,-4
CC(Sc1nnc2n1CCCCC2)C(=O)Nc1ccccc1[N+](=O)[O-] (stereo unspecified),111,/,/,11,0,101,/,/,7
CCC1(c2ccc(F)cc2)NC(=O)N(CC(=O)c2cc(C)n(C3CC3)c2C)C1=O (stereo unspecified),101,1.4,-3,6,1,107,1,-5,-7
COC(=O)C(C)Sc1nnc(SC(C)C(=O)OC)s1 (stereo unspecified),92,-0.6,-13,-4,2,99,1,-9,2
COc1ccc(NC(=S)NCCc2c[nH]c3ccccc23)cc1,103,2.0,-1,-6,3,99,2,9,12
CC(=O)Nc1cc(C(=O)O)ccc1S(=O)(=O)c1ccc(Cl)cc1,96,2.2,2,-1,3,101,-1,1,-8
CC1Cc2cc(/C(O)=C3/C(=O)C(=O)N(CCCn4ccnc4)C3c3ccc(F)cc3)ccc2O1 (stereo unspecified),112,12,2,1,0,118,1,0,-117
FC(F)(F)c1cnc(NNC(=S)Nc2ccccc2Cl)c(Cl)c1,103,2.3,0,-8,0,108,3,2,8
O=C(COC(=O)c1cccnc1Cl)NCc1ccc(F)cc1,102,/,/,4,0,96,/,/,2
COC(=O)COc1ccc(S(=O)(=O)NCCC2=CCCCC2)cc1Cl,99,-2.1,-2,15,4,96,6,-4,7
Cc1cc(C(=O)NNC(=O)c2ccc(C(F)(F)F)cc2)no1,87,-2.9,-3,9,0,99,-1,-1,13
Cc1cccc(NC(=S)NC(=O)c2ccco2)n1,98,-1.9,8,4,0,96,2,10,4
O=C1CCCC/C=C\C[C@H](CC(=O)N(CCO)Cc2ccccc2)C(=O)N[C@@H](Cc2ccccc2)CO1,103,/,/,-3,0,107,/,/,-4
N#C/C(C(N)=O)=C1/SC(Cc2ccc(F)cc2)C(=O)N1c1ccccc1 (stereo unspecified),99,2.6,-13,-3,0,105,0,-24,17
O=C(CN1CCc2ccccc2C1)Nc1ccccc1C(F)(F)F,93,0.5,7,4,48*,101,0,12,5
O=C(Nc1ccccc1Oc1ccccc1)c1cc([N+](=O)[O-])ccc1Cl,87,/,-2,5,0,109,-6,-8,0
Cc1ccc(N2CC(C(=O)Nc3cccc(F)c3)CC2=O)cc1 (stereo unspecified),103,0.3,1,4,0,103,-4,3,9
COc1ccc(CC(=O)OCC(=O)Nc2ccc(OC(F)F)cc2)cc1OC,98,/,1,-4,0,101,/,-6,4
CCC(=O)Nc1ccc(-c2csc(NNC(C)=O)n2)cc1,104,-1.4,-2,-6,3,101,5,-8,3
CCCOP(=O)(OCCC)C(Nc1ccc(C(=O)O)cc1)c1ccccc1 (stereo unspecified),99,-0.4,3,2,3,101,0,-5,4
CN(C(=O)c1ccccc1F)C(c1ccccc1)c1ccccc1,90,-0.8,-1,-3,2,92,0,-10,-13
C=CCOc1cccc(/C=C/c2nc3ccccc3c(=O)[nH]2)c1,102,0.9,3,-6,0,97,-4,-2,-12
Cc1cc(Cl)ccc1C(=O)C1CCCN(C(=O)c2n[nH]c3c2CCCC3)C1 (stereo unspecified),/,-2.5,2,1,0,101,-3,-1,6
CC(C)c1ccc(NC2CCCN(C(=O)CC3CCCC3)C2)cc1 (stereo unspecified),89,0.3,9,1,1,85,3,0,6
CSCCC(NC(=O)c1ccccc1)C(=O)NCc1ccc(S(N)(=O)=O)cc1 (stereo unspecified),97,-0.9,0,-2,0,93,4,-8,2
COc1ccc(S(=O)(=O)Nc2ccc(C)cn2)cc1,97,-1.3,2,-1,0,94,1,0,20
CCOC(=O)N1CCN(C(=O)CSc2nc3nc(C)cc(C)n3n2)CC1,105,/,/,2,0,103,/,/,-1
COc1ccc(C2NC(=O)C(=O)/C2=C(\O)c2ccc(Cl)cc2)cc1OC (stereo unspecified),102,-1.1,-1,0,0,101,0,-1,16
CCc1ccc(N2CC(C(=O)OCc3nc4ccsc4c(=O)[nH]3)CC2=O)cc1 (stereo unspecified),100,/,24,17,0,99,/,41*,18
Cc1ccc(C(=O)Oc2cccc(NC(=O)c3ccccc3)c2)cc1C,88,0.2,5,3,0,91,-50,2,19
COC(=O)c1cc(OC)c(OC)cc1NC(=O)Cc1cccs1,105,1.0,5,3,1,103,-4,0,-4
COc1ccc(/C=N/N(c2ccccc2)c2ccccc2)cc1O,95,1.2,/,/,2,93,/,/,20
COc1ccc(C(=O)Nc2ccc(S(=O)(=O)N3CCCCC3)cc2)cc1,98,-1.1,0,-4,0,95,-3,3,12
Cn1c(Cc2cccs2)nnc1SC/C=C/c1ccccc1,106,0.2,-6,2,5,104,0,2,-6
CC(NC(=O)/C=C/c1ccccc1[N+](=O)[O-])C1CC2CCC1C2 (stereo unspecified),107,0.7,-2,-1,0,107,12,0,8
